Pin1 inh: qHTS Assay to Find Inhibitors of Pin1; Peptidyl-prolyl cis-trans isomerase NIMA-interacting 1 (Homo sapiens), Q13526; Pin1 FP peptide displacement, HiFluor488, 10 min; Potency, µM (top dose mostly 115 µM), inactives show at the highest dose activity, negative = inhibition, most hits filed as inhibitors; 390,000 compounds, 0.009% hits; AID 504891, 2011; active = well fitted inhibition curve with a large enough effect in the polarisation, with a control signal flat, not every such curve was filed as active; inconclusive = small, poorly fitted or top-dose-only effect, or effect the other way, or a change in a side signal; inactive = no such curve, though single readings can be large or run the other way; the % refers to the polarisation; also: % is scaled to controls: 0 for no effect and ±100 for the full control effect
Target sequence (Q13526 whole entry, looked up): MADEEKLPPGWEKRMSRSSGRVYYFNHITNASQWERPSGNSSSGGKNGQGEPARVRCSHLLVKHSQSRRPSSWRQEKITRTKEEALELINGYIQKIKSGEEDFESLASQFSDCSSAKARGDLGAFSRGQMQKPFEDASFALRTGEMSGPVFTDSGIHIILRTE
PGK inhibitor: qHTS Assay to Find Inhibitors of Phosphoglycerate Kinase; Phosphoglycerate kinase, glycosomal (Trypanosoma brucei brucei), P07378; PGK/GAPDH coupled, Kinase-Glo luminescence, 60 min; Potency, µM (doses to about 57.5 µM), for inactives: at the highest dose activity change, negative = inhibition, hits mostly inhibitors; 380,000 compounds, 0.043% hits; AID 602233, 2012; also: % is scaled to controls: 0 for no effect and ±100 for the full control effect; nearly all actives have a fitted effect of over 60% in size
Target sequence (P07378 whole entry, looked up): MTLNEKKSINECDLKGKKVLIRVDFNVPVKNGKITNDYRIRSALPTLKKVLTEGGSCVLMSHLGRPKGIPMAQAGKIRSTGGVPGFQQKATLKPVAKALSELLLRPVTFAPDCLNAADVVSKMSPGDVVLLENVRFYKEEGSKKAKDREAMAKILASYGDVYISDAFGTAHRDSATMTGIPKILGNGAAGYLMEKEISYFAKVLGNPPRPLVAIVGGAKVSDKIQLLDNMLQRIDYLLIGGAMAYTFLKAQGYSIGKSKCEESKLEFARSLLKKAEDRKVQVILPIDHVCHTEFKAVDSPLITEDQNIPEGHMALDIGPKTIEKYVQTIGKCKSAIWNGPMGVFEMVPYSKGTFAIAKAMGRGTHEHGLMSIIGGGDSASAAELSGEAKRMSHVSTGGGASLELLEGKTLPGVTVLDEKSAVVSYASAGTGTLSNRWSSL
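Luminescent ATP detection (Kinase-Glo Plus) follows a 60-minute room-temperature incubation, with wells lacking PGK as controls. Buffer: 100 mM TEA (pH 7.6), 5 mM MgCl2, 0.01% Tween-20. Coupling enzyme GAPDH (100 nM final) supplies unstable 1,3-BPG in-well.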
GLS inh: qHTS for Inhibitors of Glutaminase (GLS). Glutaminase kidney isoform, mitochondrial (Homo sapiens), O94925. Potency, µM (titrated, usually from 45.5 µM), for inactives: top-dose activity change, negative = inhibition, hits mostly inhibitors. 410,000 compounds, 0.21% hits. GLS enzymatic activity, qHTS titration. AID 624170, 2012; also: % is scaled to controls: 0 for no effect and ±100 for the full control effect
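Compounds were pin-transferred onto hKGA, after which L-glutamine (1 mM solution) and a detection mix of glutamate oxidase, HRP and Amplex Red were added. Initial and 30 min RT fluorescence reads were collected.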
12-LOX inh: Primary qHTS assay for inhibitors of human arachidonate 12S-lipoxygenase (ALOX12): Round 2. Polyunsaturated fatty acid lipoxygenase ALOX12 (Homo sapiens), P18054. purified 12hLO, xylenol orange hydroperoxide absorbance. Potency, µM (highest dose often 108 µM), for the others: top-dose activity change, negative = inhibition, actives largely listed as inhibitors. 580,000 compounds, 1.1% hits. AID 1671190, 2021; also: % is scaled to controls: 0 for no effect and ±100 for the full control effect
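Purified human 12hLO (150 nM final) in 25 mM Hepes, 0.01% Triton X-100, pH 7.0 was preincubated 15 min at room temperature with compound. Then 40 uM arachidonic acid was added, 30 min. Hydroperoxide was read by Fe-XO absorbance ratio 573/405 nm.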
ERG-DNA inh: qHTS for Small Molecule Inhibitors of the ERG Ets/DNA interaction; fluorescence polarization, His-ERG Ets domain / labelled DNA; Transcriptional regulator ERG (Homo sapiens), P11308; AID 624246, 2012; 370,000 compounds, 0.028% hits; Potency, µM (highest dose often 76.9 µM), for inactives: at the highest dose FP activity, negative = inhibition, most hits filed as inhibitors; active = well fitted inhibition curve with a large enough effect in the polarisation, with a control signal flat; inconclusive = small, poorly fitted or top-dose-only effect, or effect the other way, or a change in a side signal; inactive = no such curve, though single readings can be large or run the other way; the % refers to the polarisation;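 also: polarization taken with two DNA probes labelled with fluorescein and Texas red; % of control where 0% means no effect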
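His-tagged ERG Ets domain (1 uM in the protein solution; 300mM KCl, 50mM Tris-HCl, 1mM EDTA, 1mM DTT, pH 7.5) received compound, then a probe mix of 5 nM fluorescein-DNA and 100nM Texas-615-DNA. Fluorescence polarization was read for both dyes.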
RGS4 inhibitor: Inhibitors of Regulator of G Protein Signaling (RGS) 4: qHTS | Regulator of G-protein signaling 4 (Homo sapiens), P49798 | Transcreener GDP fluorescence polarization, RGS4-accelerated GTP hydrolysis | Potency, µM (series often up to 114 µM), inactives show at the highest dose activity change, negative = inhibition, actives largely listed as inhibitors | 390,000 compounds, 0.039% hits; also: % is scaled to controls: 0 for no effect and ±100 for the full control effect; nearly all actives have a fitted effect of over 75% in size; some results filed as inactive show a strong effect at the top dose
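MLSMR compounds (23 nl, pin-transferred) preincubated 10 min at room temperature with a 500nM (2x) first reagent, then RGS4 at 900nM (2x) plus Transcreener GDP mix added; fluorescence polarization (620/688 nm) read before and after 90 min at 30 °C.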
JMJD2A Tudor: qHTS Assay for Inhibitors of JMJD2A-Tudor Domain; Lysine-specific demethylase 4A (Homo sapiens), O75164; AlphaScreen JMJD2A-Tudor / H3K4me3 peptide binding; Potency, µM (top dose mostly 114 µM), for the others: at the highest dose activity change, negative = inhibition, most hits filed as inhibitors; 390,000 compounds, 4.4% hits; AID 504339, 2011; also: % is scaled to controls: 0 for no effect and ±100 for the full control effect; nearly all actives have a fitted effect of over 50% in size
rTrxR1 inhibitor: qHTS Assay for Inhibitors of Mammalian Selenoprotein Thioredoxin Reductase 1 (TrxR1): qHTS | Thioredoxin reductase 1, cytoplasmic (Rattus norvegicus), O89049 | recombinant rTrxR1, NADPH fluorescence consumption, selenite substrate | Potency, µM (doses to about 114 µM), for the others: at the highest dose activity change, negative = inhibition, actives largely listed as inhibitors | 390,000 compounds, 1% hits | AID 588453, 2011; also: % is scaled to controls: 0 for no effect and ±100 for the full control effect; nearly all actives have a fitted effect of over 65% in size
Target sequence (O89049 whole entry, looked up): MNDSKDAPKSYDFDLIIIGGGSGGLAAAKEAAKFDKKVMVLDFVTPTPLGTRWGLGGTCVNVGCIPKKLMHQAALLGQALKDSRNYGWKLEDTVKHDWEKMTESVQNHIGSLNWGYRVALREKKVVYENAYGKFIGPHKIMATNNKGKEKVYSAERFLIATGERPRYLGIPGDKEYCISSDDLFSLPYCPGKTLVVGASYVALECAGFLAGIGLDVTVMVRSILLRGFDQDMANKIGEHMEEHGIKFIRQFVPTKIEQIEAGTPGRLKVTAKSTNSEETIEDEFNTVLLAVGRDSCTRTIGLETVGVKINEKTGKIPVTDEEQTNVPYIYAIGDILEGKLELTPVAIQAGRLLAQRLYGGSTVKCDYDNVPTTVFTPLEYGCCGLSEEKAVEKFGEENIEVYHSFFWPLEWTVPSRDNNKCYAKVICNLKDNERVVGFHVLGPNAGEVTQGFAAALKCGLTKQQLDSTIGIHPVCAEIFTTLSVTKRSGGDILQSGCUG
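Rat TrxR1 (90 nM in the dispensed reagent) was pre-reduced with 400 uM NADPH for 5 min at room temperature, then incubated with compound for 15 min. After 400 uM selenite was added, NADPH fluorescence (Ex 340/Em 450 nm) was followed for 8 min.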
HP1b binding inh: HTS for Inhibitors of HP1-beta Chromodomain Interactions with Methylated Histone Tails; AlphaScreen HP1-beta / biotin-H3K9me3 peptide binding; Potency, µM (top dose mostly 114 µM), without a hit: at the top dose activity change, negative = inhibition, most hits filed as inhibitors; 390,000 compounds, 0.56% hits; AID 540317, 2011; also: nearly all actives have a fitted effect of over 70% in size; inactives centre near 23
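Compound inhibition of the preformed complex between 50 nM HP1-beta and 50 nM biotinylated H3K9me3 peptide was read by AlphaScreen. Buffer was PBS pH 7.4 with 0.01% Tween-20. Incubations ran 30 min at room temperature, with 10 ug/mL donor/acceptor beads.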
* marks the source's active call; other numbers are inactive results; i = inactive; u = inconclusive; x = not tested or not shown; [ ] = another dose, or the depositor's remark. Unless noted, calls follow the shape of the dose curve; as a rule, active = well fitted curve in the direction sought with a large enough effect; inconclusive = small, poorly fitted or top-dose-only effect, or another doubt; inactive = no such curve, though single readings can be large; an effect the other way counts as inactive or inconclusive. Potency is read from the fitted curve at half-maximal effect. Some of the compounds tested, so the mix of outcomes need not match the whole.

nr | SMILES | Pin1 inh | PGK inhibitor | GLS inh | 12-LOX inh | ERG-DNA inh | RGS4 inhibitor | JMJD2A Tudor | rTrxR1 inhibitor | HP1b binding inh
1 | O=c1c2c(-c3ccco3)csc2nc(SCc2cn3cccnc3n2)n1-c1ccccc1 | 96.1%[activator] | 0.6% | 1.9% | u | -1.6% | -61.6%[11.4 µM] | -22.1%[11.4 µM] | -30.5%[11.4 µM] | -35.2%
2 | Cc1cc(-n2c(C)cc(C(=O)CSc3nnc4sc5ccccc5n34)c2C)no1 | 3.8% | -2.8% | 17.4% | 7.6% | x | -23.5% | -12.9% | 16.4% | 32.7%
3 | COc1ccc([C@H]2CC(=O)C=C(c3cccc(OC)c3OC)C2)cc1OC | -2.2% | 8.6% | -2.1% | 4.2% | 4.4% | -14.4% | -22.4% | 4.5%[57.1 µM] | -3.6%
4 | Cc1ccc(OCC(=O)OC(C)CN2CCCCC2)cc1 (stereo unspecified) | 1.4% | 5.8% | 1.0% | u | -2.9% | -20.9% | -2.3% | 23.2% | 36.9%
5 | COc1ccc(C(=O)N/N=C/c2ccc(N3CCOCC3)s2)cc1OC | 38.5%[activator] | i | 30.5%[activator] | u | 1.7% | -1.5% | -19.9% | -13.1% | 26.5%
6 | CC(C)c1ccc(NC(=O)COC(=O)C2CC3C=CC2C3)cc1 (stereo unspecified) | u | 5.2% | 2.3% | -15.1% | 1.7% | 21.1% | 19.2% | 7.2% | 87.8%[activator]
7 | O=C(c1cccs1)N1CCCC(c2nc3c(nnn3Cc3c(Cl)cccc3Cl)c(=O)[nH]2)C1 (stereo unspecified) | 4.6% | 8.0% | 34.2% | -18.2% | -4.7% | 8.9% | -22.8% | -0.7% | 2.8%
8 | COc1cccc(C2=CC(c3ccccc3O)NC(C)(C)N2)c1 (stereo unspecified) | 4.5% | x | x | x | x | 1.5% | -14.6%[57.1 µM] | -19.1% | 4.4%[57 µM]
9 | COc1ccc(CN2CCC(n3nccc3NC(=O)CCc3ccccc3)CC2)c(C)c1C | 4.3% | 6.0% | 1.4% | -12.4% | -2.2% | 28.5% | -4.9% | 8.0% | 40.9%[activator]
10 | COC(=O)c1cn(C(=O)c2ccc(F)cc2)c2ccccc12 | -1.1% | -5.5% | -0.6% | 4.3% | -7.1% | 1.1% | 45.6%[activator] | 25.3% | 88.1%[activator]
11 | CN(C)CCNC(=O)c1ccc(Cn2c(SCc3ccc(F)cc3)nc3cccnc32)cc1 | -1.3% | -3.8% | -7.3% | -18.5% | 1.5% | -17.5% | -16.8% | 7.3% | 9.7%
12 | COc1ccccc1N1CCN(C(=O)C(=O)c2c(C)n(C)c3ccccc23)CC1 | -7.0% | -1.8% | 0.2% | 7.5% | -1.7% | 2.8% | -12.0% | 17.1% | 3.1%
13 | CC(=O)OCCN(CCCn1c(-c2ccncc2)nc2ccccc21)c1nc(CN2CCCCC2)cs1 | 0.5% | 0.6% | 16.8% | -2.6% | 3.6% | 4.9% | -23.1% | 11.6% | 13.0%
14 | COc1ccc(Cl)cc1NC(=O)N1CCN(c2ccccc2OC)CC1 | 1.9% | -6.2% | -0.6% | 74.7%[activator] | -21.3% | -3.8% | -14.4% | 9.9%[57.1 µM] | 13.7%
15 | O=C(O)CN1C(=O)NC2(CCOc3ccccc32)C1=O (stereo unspecified) | -3.0% | -6.4% | -1.1% | -0.5% | -0.5% | 11.4% | -18.1% | 23.6% | 11.0%
16 | COc1ccc(NC(=O)C2COc3ccccc3O2)cc1S(=O)(=O)N1CCOCC1 (stereo unspecified) | 3.6% | -7.3% | 2.9% | -7.8% | x | 14.8% | -2.9% | -13.1% | 12.5%
17 | CCC(=O)c1ccc(OCC(O)CN(CCc2ccccc2)Cc2ccccc2)cc1 (stereo unspecified) | 4.1% | -1.0% | 0.0% | u | x | 5.8% | 7.9% | 9.1% | 68.6%[activator]
18 | CCOC(=O)C(=CNc1ccc2c(c1)CCN2C(C)=O)C(=O)OCC | 0.7% | -0.8% | 4.6% | u | -2.0% | 21.7% | -8.1% | 4.7% | 41.6%[activator]
19 | O=c1[nH]nc(SCCS(=O)(=O)c2ccc(F)cc2)n1-c1ccccc1C(F)(F)F | 2.4% | -4.5% | -4.2% | u | 5.3% | 14.6% | -4.7% | 20.5% | 22.8%
20 | COC(=O)c1ccc(N2C(=O)CC(NCc3ccccc3)C2=O)cc1 (stereo unspecified) | 0.8% | 6.0% | 0.1% | -21.7% | -5.4% | 7.7% | 8.6% | -3.6% | 40.8%[activator]

Along the list, as entered above:
12-LOX inh, nos. 9 to 18 → -12.4%, 4.3%, -18.5%, 7.5%, -2.6%, 74.7%[activator], -0.5%, -7.8%, u, u
JMJD2A Tudor, nos. 9 to 18 → -4.9%, 45.6%[activator], -16.8%, -12.0%, -23.1%, -14.4%, -18.1%, -2.9%, 7.9%, -8.1%

(cont.)
nr | SMILES | Pin1 inh | PGK inhibitor | GLS inh | 12-LOX inh | ERG-DNA inh | RGS4 inhibitor | JMJD2A Tudor | rTrxR1 inhibitor | HP1b binding inh
21 | NC(=O)CC(NC(=O)Cc1cccc2ccccc12)c1ccc(N2CCN(c3ccccc3)CC2)c([N+](=O)[O-])c1 (stereo unspecified) | 1.1% | -9.4% | 3.8% | -6.9% | -21.7% | -4.3% | -9.9% | 12.8% | -2.9%
22 | O=C(COc1cccc(C(F)(F)F)c1)Nc1cccnc1 | 1.0% | 8.2% | 0.8% | 7.0% | 15.0% | 19.6% | -6.4% | 2.4% | 30.4%
23 | Cc1ccc(S(=O)(=O)Nc2cccc(C(=O)NCCCN3CCOCC3)c2)cc1F | 2.5% | -0.2% | -0.9% | -0.9% | 0.3% | 5.1% | -14.4% | -0.2% | 7.5%
24 | CC#CC(=O)N1CCC(CO)(CCc2ccccc2)CC1 | 1.6% | -12.2% | -6.7% | -3.7% | -5.8% | -0.5% | 10.5% | -4.8% | 26.8%
25 | CCc1cccc(C)c1NC(=S)NCc1ccc2c(c1)cc(C)n2C | 0.4% | -4.9% | 3.4% | u | u | -13.9% | 50.1µM* | 16.7%[57.1 µM] | -17.6%
26 | Cc1cccc(OC(=O)c2ccncc2)c1C | -8.3% | -6.7% | -1.1% | -7.2% | -5.8% | 20.3% | -6.1% | 8.2% | 46.1%[activator]
27 | Cc1cc(C)nc(NC2=NCC(=O)N2c2cccc(Cl)c2)n1 | 10.8% | -6.0% | -12.1% | -0.1% | 5.8% | -5.4% | -30.1% | 2.1% | 23.2%
28 | Cc1[nH]c(=O)[nH]c(=O)c1S(=O)(=O)N1CCCc2ccccc21 | -8.3% | 0.5% | -1.7% | 15.2% | -0.5% | -24.0% | -28.8% | -0.7% | 3.0%
29 | Cc1cc(-c2nnco2)c(C)n1-c1ccc(F)cc1 | -9.5% | 0.6% | 3.5% | 12.2% | x | 16.6% | u | -6.0% | -15.2%
30 | COc1ccc(NC(=O)COC(=O)c2ccc(N3CCCC3=O)cc2)cc1OC | 0.7% | i | -1.8% | 12.8% | -1.3% | -24.8% | -13.8% | -12.4% | 22.7%
31 | CSc1ccc(C(C(C(=O)c2cccs2)N2CCOCC2)N2CCOCC2)cc1 (stereo unspecified) | -2.4% | -3.7% | -0.6% | 9.1% | -5.8% | -1.3% | -14.9% | -2.8%[57.1 µM] | 28.7%
32 | NNC(=O)CNC(c1ccccc1)c1cc(Br)ccc1NC(=O)c1ccc(Br)cc1 (stereo unspecified) | 24.7% | -6.8% | 24.7% | 0.8% | -0.5% | 14.5% | -30.5% | -11.2% | 16.5%
33 | CN1C(=O)N(CC(=O)NCc2ccc(Cl)cc2Cl)C(=O)C12CCCCC2 | 0.8% | -5.8% | -2.8% | u | 1.1% | 18.9% | -11.7% | 41.2%[activator] | 9.4%
34 | Cc1nc2ccccc2n1CCOc1ccc(F)cc1 | 1.7% | 8.8% | 0.1% | -2.0% | -5.3% | 9.1% | -15.3% | -7.8% | 31.2%
35 | CCOc1ccc(-c2noc(-c3cccnc3)n2)cc1OCC | -2.1% | -6.0% | -2.1% | 352.9%[activator] | 1.0% | -2.1% | -5.7% | 7.9%[57.1 µM] | 16.6%
36 | COc1cc(C2C(C#N)=C(N)Oc3c2ccc2ccccc32)ccc1OCC(=O)Nc1cccc(C)c1 (stereo unspecified) | 54.6%[activator] | 6.6% | 17.4% | -4.7% | 0.2% | 13.5% | -22.5% | 17.7% | 4.5%
37 | O=C(N/N=C/C=C/c1ccccc1)c1cc2c(ccc3ccccc32)o1 | u | -10.6% | 3.7% | 5.9% | -2.3% | -27.0% | u | 6.6% | 22.3%

From PubChem
